APJ agonist: APJ receptor agonism; P35414; CHO-K1 APJ PathHunter beta-arrestin, luminescence; 0% DMSO wells, 100% apelin; activation, % at 20 µM; 0.11% of 330,000 active; AID 2520;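 active = activation more than six SD over the plate average, tested at 20 µM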;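 note: 0% = DMSO alone and 100% = apelin-13 at 10 nM; some results filed as inactive read as strong as hits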
Target sequence (P35414 whole entry, looked up): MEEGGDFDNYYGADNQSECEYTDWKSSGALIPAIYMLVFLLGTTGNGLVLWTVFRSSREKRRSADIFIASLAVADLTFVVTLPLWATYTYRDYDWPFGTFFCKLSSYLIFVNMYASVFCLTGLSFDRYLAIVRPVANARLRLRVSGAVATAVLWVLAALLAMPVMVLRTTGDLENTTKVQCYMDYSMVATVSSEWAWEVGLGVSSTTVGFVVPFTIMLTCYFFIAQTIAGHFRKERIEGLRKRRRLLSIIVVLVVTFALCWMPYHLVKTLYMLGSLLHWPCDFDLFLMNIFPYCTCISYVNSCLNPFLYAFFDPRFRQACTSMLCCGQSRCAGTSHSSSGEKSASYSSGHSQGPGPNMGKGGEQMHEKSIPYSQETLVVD
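Test system: CHO-K1 APJ beta-arrestin complementation cell line. Amount: cell density 1000 per well. Controls: DMSO negative, 10 nM Apelin-13 positive. Signal: luminescent beta-gal fragment complementation, chemiluminescent substrate. Read-out basis: agonist-driven arrestin binding to APJ. Timing: compound stimulation 90 min at 25 °C, detection 60 min.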
CHOP UPR activ: apoptotic UPR (CHOP) activation. CHO-CHOP luciferase reporter, luminescence; percent of tunicamycin response over DMSO baseline. activation, % at 10 µM. 0.34% of 330,000 active;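 active = at 10 µM dose, activation of 40% or more, normalized to positive control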;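 note: 100% = tunicamycin at 10 µg/mL and 0% = DMSO alone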
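System: CHO CHOP reporter cells. Amount: 500 cells per well. Buffer or medium: F12 medium, 10% FBS. Compound dosing: one dose, 10 µM in 0.5% DMSO. Incubation: 6 h compound exposure at 37 °C after overnight seeding. Technique: Steady-Glo luciferase luminescence. Benchmarks: tunicamycin and DMSO controls.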
TIM10 inh: TIM10 yeast growth inhibition; S. cerevisiae TIM10 strain growth, BacTiter-Glo luminescence, 24 h; inhibition, % at 10 µM; 1.4% of 330,000 active;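 active = inhibition of 40% or more at the single tested concentration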;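 note: wild-type TIM10 isogenic control strain grown at permissive 25 °C; 0% = DMSO yeast wells and 100% = minimal medium wells without yeast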
XBP1 UPR activ: adaptive UPR (XBP1) activation; 0.33% of 330,000 active; activation, % at 20 µM; CHO-XBP1 luciferase reporter, IRE1-XBP1 UPR activation, luminescence; percent of tunicamycin response, DMSO as zero;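 active = versus positive control, 20 µM dose yields 30% or more activation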;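 note: 100% = tunicamycin at 10 µg/mL and 0% = DMSO only wells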
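assay system = CHO-XBP1 luciferase reporter cells | amount = 1000 cells/well | buffer or medium = F12 plus 10% FBS | compound dosing = single point, 20 µM final compound, 1% DMSO | incubation = 16-18 h cell attachment at 37 °C, then 6 h compound exposure | detection = Steady-Glo luminescence read | controls = tunicamycin 10 µg/mL and vehicle-only wells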
CXCR6 inh: CXCR6 (human) receptor inhibition; CHO-K1 PathHunter CXCR6 beta-arrestin, luminescence; inhibition, % at 20 µM; 0.36% of 360,000 active; O00574; in the data active = inhibition above about 34%, passing the limit was not always enough;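 note: antagonist mode with CXCL16 agonist at 10 nM final; 0% = 10 nM CXCL16 with DMSO and 100% = unstimulated wells without agonist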
Target sequence (O00574 whole entry, looked up): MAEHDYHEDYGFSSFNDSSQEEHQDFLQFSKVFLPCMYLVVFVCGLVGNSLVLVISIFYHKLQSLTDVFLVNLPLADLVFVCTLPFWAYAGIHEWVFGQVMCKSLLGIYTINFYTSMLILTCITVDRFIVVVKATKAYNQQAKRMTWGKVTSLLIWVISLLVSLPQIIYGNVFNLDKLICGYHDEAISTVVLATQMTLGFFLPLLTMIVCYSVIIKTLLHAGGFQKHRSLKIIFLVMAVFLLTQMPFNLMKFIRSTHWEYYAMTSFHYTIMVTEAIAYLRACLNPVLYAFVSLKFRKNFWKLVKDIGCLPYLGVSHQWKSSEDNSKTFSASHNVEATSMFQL
tim23-1 inh: tim23-1 yeast growth inhibition; S. cerevisiae tim23-1 growth, BacTiter-Glo luminescence, 24 h; inhibition, % at 20 µM; 1.3% of 330,000 active; AID 463212;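 active = growth inhibition of the mutant yeast at or above 50%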;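 note: temperature-sensitive mutant grown at 25 °C; plate controls were DMSO-treated mutant yeast for no effect and medium wells lacking yeast for full effect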
APJ antag: APJ receptor antagonism; P35414; CHO-K1 APJ beta-arrestin complementation, luminescence; inhibition, % at 20 µM; 0.32% of 330,000 active;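 active = inhibition above about 40% at 20 µM, limit read from the data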;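 note: cells challenged with 10 nM apelin-13 agonist together with compound; plate controls were apelin-13 plus DMSO wells for no effect and DMSO wells lacking apelin-13 for full effect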
tim10-1 inh: inhibits growth of tim10-1 mutant yeast. S. cerevisiae tim10-1 ts strain growth, BacTiter-Glo, 24 h. inhibition, % at 20 µM. 2.2% of 330,000 active;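 active = inhibition of at least 40%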;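 note: mutant grown at 25 °C; 0% = DMSO wells with yeast and 100% = wells holding no yeast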
Mdm2-MdmX inh: inhibitors of human Mdm2/MdmX interaction; inhibition, % at 8 µM; 3% of 330,000 active; SaOS-2 split-luciferase Mdm2/MdmX complementation, luminescence;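 active = inhibition of at least 50% at 8 µM in the primary screen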
Numbers without * were called inactive.

SMILES	APJ agonist	CHOP UPR activ	TIM10 inh	XBP1 UPR activ	CXCR6 inh	tim23-1 inh	APJ antag	tim10-1 inh	Mdm2-MdmX inh
CSc1oc(-c2ccccc2)nc1C(N)=O	-3	2.2	15	-2	0	1	-1	11	-16
COc1ccc(-c2nc(C#N)c(NCCN(C)C)o2)cc1	-1	3.1	4	-3	1	-3	7	-12	-4
Cc1ccc(-c2nc(CS(=O)CC(=O)NC3CCCC(C)C3C)c(C)o2)cc1 (configuration not stated)	-4	9.7	23	1	3	35	5	18	19
O=S(=O)(Nc1nc2ccccc2nc1Cl)c1ccc(Cl)cc1	2	6.9	8	-2	0	17	-4	16	32
O=C(Nc1ccccc1-c1ccccc1)c1ccco1	1	-2.5	27	-1	-1	23	-13	28	18
Cc1ccc(/C=N/NC(=O)c2c(-c3ccccc3)noc2C)o1	-4	-0.1	16	2	4	13	2	16	-3
CC(=O)N1CCN(C(=O)c2cc(S(=O)(=O)Nc3ccc(S(C)(=O)=O)cc3)ccc2Cl)CC1	-3	2.4	14	-1	-1	-3	-5	21	-5
CCOc1cc(/C=N/NC(=O)C(=O)N/N=C/c2ccc(O)c(OCC)c2)ccc1O	0	-1.8	7	-3	-16	-4	-17	3	24
O=C(N/N=C/c1ccc2c(c1)OCO2)c1ccc(NC(=O)c2ccc(F)cc2)cc1	2	0.4	-31	0	-10	-43	-6	-12	9
O=C(O)c1cccc(NS(=O)(=O)c2ccc3nnn(O)c3c2)c1	-1	0.0	0	0	2	9	20	-1	36
Cc1c(-c2cc(C(=O)O)c3ccccc3n2)cnn1C	-3	1.2	-4	-3	-10	3	12	5	-29
COc1ccc(C2=NN(C(=O)CSc3nc(=O)n4cc(C)ccc4n3)C(c3ccc(C)cc3)C2)cc1 (configuration not stated)	8	3.5	13	0	9	27	23	18	37
CCOC(=O)C1C2C=CC3(CN(c4ccc(Cl)c(F)c4)C(=O)C13)O2 (configuration not stated)	-6	-1.2	0	-1	3	5	28	2	1
CCn1c(=O)c(=O)[nH]c2cc(C(=O)N(C)Cc3ccc(OC)c(F)c3)ccc21	1	-2.3	-2	-2	0	2	0	-8	28
C/C(=N/NC(=O)c1ccccc1)C1=C(O)CC(C)(C)CC1=O	-4	0.8	-10	-2	8	3	8	-10	11
CC1=CC(C)(C)n2c(O)c(N=NC(N)=S)c3c(C)c(C)cc1c32	-4	5.1	-1	6	13	0	12	7	49
CC1(NC(=O)CC(c2ccccc2)(c2ccccc2)c2ccccc2)CCN(Cc2ccc(-c3ccccc3)cc2)C1=O (configuration not stated)	-4	5.7	2	3	7	12	13	12	40
COc1cccc(NC(=S)N(CCCN2CCCC(C)C2)Cc2cccs2)c1 (configuration not stated)	-3	3.2	-29	1	10	-9	3	10	5
CC(C)c1ccc(NC(=O)CCNS(=O)(=O)c2cc(Br)cnc2N)cc1	0	-2.2	-3	-5	-2	-8	10	-7	12
COC(=O)Cn1c(CN(C)Cc2ccccc2)nc2c1c(=O)n(C)c(=O)n2C	0	0.3	0	-5	2	-1	-13	0	18
CCc1ccc(-c2cnc3ccccc3n2)cc1NC(=O)CNC(=O)c1ccccc1	3	4.0	-24	-5	-8	-18	17	-12	-82
O=C(CSc1nc2ccccc2n1S(=O)(=O)c1cccc([N+](=O)[O-])c1)NCCc1ccccc1	-1	-2.5	1	-2	-4	3	7	12	13
Cc1cc(C(=O)CSc2nc3ccccc3[nH]2)c(C)n1C	6	1.0	19	0	-1	29	1	10	-126
CCn1c(SCC(=O)NC(=O)NCc2ccco2)nnc1-c1cccs1	-6	-0.8	-7	-1	-2	-10	5	22	11
O=C(O)c1ccccc1S(=O)(=O)Cc1ccccc1	-2	-0.8	15	-3	2	12	15	13	-3
CSCCC(NS(=O)(=O)c1ccc(Cl)cc1)C(=O)OCC(=O)c1ccc(F)cc1 (configuration not stated)	-2	2.4	-2	-4	-8	33	1	-9	14
CCOC(=O)C1CCN(S(=O)(=O)c2cn(C)c(C)n2)CC1	-2	1.0	7	-3	1	8	11	10	4
CC(=O)c1cc(CN2C(=O)c3ccccc3C2=O)cs1	3	1.1	6	2	-1	5	11	10	-33
CN(C(=O)COc1ccc(Oc2ccccc2)cc1)C1CCS(=O)(=O)C1 (configuration not stated)	0	1.1	-18	-5	0	-16	3	-17	19
COc1ccc(NC(=O)COC(=O)CN2C(=O)c3ccccc3C2=O)cc1	2	1.1	-4	-4	-1	19	32	3	39
O=C(NCc1ccc(N2CCCC2=O)cc1)c1cc(COc2c(F)cccc2F)on1	2	-0.6	0	-2	10	10	-17	0	-13
O=C(COC(=O)c1ccccc1O)NC(=O)NCc1ccccc1	4	0.0	2	-1	7	-10	20	7	-3
CCN(CC)S(=O)(=O)c1ccc(OC)c(NC(=O)CCS(=O)(=O)Cc2ccccc2)c1	4	-2.0	6	-2	-7	-12	23	-1	15
CC(C)(C)c1ccc(-c2nnc(SCC(=O)NC3CCS(=O)(=O)C3)n2N)cc1 (configuration not stated)	-2	1.8	10	2	-1	10	3	7	4
CCCNC(=O)c1ccc(N2CCC3(CC2)CC(c2ccccc2)=NO3)c(NC(=O)c2ccccc2)c1	5	4.5	18	-1	12	13	13	7	25
O=C1CC(N2CCC(O)(c3ccc(Cl)cc3)CC2)C(=O)N1 (configuration not stated)	0	0.2	-18	2	7	-1	-17	-19	0

At a glance, some entries already given.
SMILES	APJ agonist	CHOP UPR activ	TIM10 inh	XBP1 UPR activ	CXCR6 inh	tim23-1 inh	APJ antag	tim10-1 inh	Mdm2-MdmX inh
CCOC(=O)C1CCN(S(=O)(=O)c2cn(C)c(C)n2)CC1	-2	1.0	7	-3	1	8	11	10	4
CC(=O)c1cc(CN2C(=O)c3ccccc3C2=O)cs1	3	1.1	6	2	-1	5	11	10	-33

Further results.
SMILES	APJ agonist	CHOP UPR activ	TIM10 inh	XBP1 UPR activ	CXCR6 inh	tim23-1 inh	APJ antag	tim10-1 inh	Mdm2-MdmX inh
CCOc1ccc(NC(=O)N(C2CCCCC2)C2CCN(C(C)=O)CC2)cc1	-2	-2.0	-1	-2	-3	-10	-3	-12	15
COc1ccc(S(=O)(=O)n2nc(OC(=O)c3ccco3)cc2N)cc1	0	-0.3	-2	1	-1	33	2	41*	19
O=C(N[C@@H](CO)C(=O)NCc1ccccc1)c1ccc(C(F)(F)F)cc1	-3	-1.0	-4	-3	-4	-10	-17	-2	6
Cc1cc(C)n(Cc2ccccc2Cl)n1	5	0.0	-6	-1	-11	-4	-8	-7	5
O=S(=O)(c1cccc(Cn2nnc(-c3ccccc3)n2)c1)N1CCOCC1	2	0.7	10	-2	-2	19	3	14	-3
CCOC(=O)N1CCN(C(=O)c2ccccc2NC(=O)COc2ccccc2)CC1	2	0.5	17	-2	-7	7	-4	15	1
Cc1cccc(C(=O)NCCNc2nc3cc(C)c(C)cc3cc2C)c1	-2	-0.8	45*	1	-12	30	-2	34	11
CN(C)S(=O)(=O)N(CC(=O)Nc1cccc(F)c1)c1ccccc1	-5	-2.1	-1	-2	1	17	2	14	9
Cc1cc(Cl)c(C)c(S(=O)(=O)N2CCN(CC(=O)N3CCOCC3)CC2)c1Cl	0	-1.1	8	1	7	4	2	-3	2
CC(=O)C1CCN(Cc2ccccc2)CC1	0	-0.2	-5	-5	-1	9	17	-12	16

Individual results from the list.
For CXCR6 inh, CCOC(=O)N1CCN(C(=O)c2ccccc2NC(=O)COc2ccccc2)CC1 is listed with -7
For XBP1 UPR activ, Cc1cc(C)n(Cc2ccccc2Cl)n1 is listed with -1
For tim10-1 inh, Cc1cccc(C(=O)NCCNc2nc3cc(C)c(C)cc3cc2C)c1 is listed with 34

One compound at a time (already shown):
`Cc1cccc(C(=O)NCCNc2nc3cc(C)c(C)cc3cc2C)c1` is listed with APJ agonist: -2; CHOP UPR activ: -0.8; TIM10 inh: 45*; XBP1 UPR activ: 1; CXCR6 inh: -12; tim23-1 inh: 30; APJ antag: -2; tim10-1 inh: 34; Mdm2-MdmX inh: 11
`COc1ccc(S(=O)(=O)n2nc(OC(=O)c3ccco3)cc2N)cc1` is listed with APJ agonist: 0; CHOP UPR activ: -0.3; TIM10 inh: -2; XBP1 UPR activ: 1; CXCR6 inh: -1; tim23-1 inh: 33; APJ antag: 2; tim10-1 inh: 41*; Mdm2-MdmX inh: 19
`Cc1cc(Cl)c(C)c(S(=O)(=O)N2CCN(CC(=O)N3CCOCC3)CC2)c1Cl` is listed with APJ agonist: 0; CHOP UPR activ: -1.1; TIM10 inh: 8; XBP1 UPR activ: 1; CXCR6 inh: 7; tim23-1 inh: 4; APJ antag: 2; tim10-1 inh: -3; Mdm2-MdmX inh: 2

Source: PubChem

Only part of the results is shown; the hit share may differ from the screen's.
